KDM4C inh: KDM4C (human) demethylase inhibition; Q9H3R0; inhibition, % at 12.5 µM; GST-KDM4C 2-372, H3K9me3 peptide, LANCE TR-FRET; 96,000 tested, 0.15% active;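 active means mean replicate inhibition above about 25%, with at least 55% of replicates also reaching it, limit read from the data, passing the limit was not always enough; inconclusive means only one of those two conditions met; inactive means neither condition met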
Target sequence (Q9H3R0 2-372 limits assumed): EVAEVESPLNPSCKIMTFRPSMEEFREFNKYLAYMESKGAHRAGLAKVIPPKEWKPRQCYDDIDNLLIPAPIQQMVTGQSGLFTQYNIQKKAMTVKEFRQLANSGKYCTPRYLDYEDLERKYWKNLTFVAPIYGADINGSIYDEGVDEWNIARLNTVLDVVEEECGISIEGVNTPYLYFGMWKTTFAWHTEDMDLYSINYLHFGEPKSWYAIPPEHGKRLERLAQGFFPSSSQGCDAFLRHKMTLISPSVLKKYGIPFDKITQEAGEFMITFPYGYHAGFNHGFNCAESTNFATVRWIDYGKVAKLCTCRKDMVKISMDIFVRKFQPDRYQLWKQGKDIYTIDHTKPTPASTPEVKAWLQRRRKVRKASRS
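reagent = H3K9me3 peptide substrate, Fe(II), 2-oxoglutarate | system = GST-tagged GASC-1 (JMJD2C) catalytic fragment, aa 2-372 | amount = enzyme final amount 10 nM | read-out = Fall in 671/618 emission ratio as inhibition | medium = HEPES buffer, pH 7.5, plus ascorbate | schedule = 30 min reaction, 60 min detection, RT | measured by = LANCE TR-FRET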
C diff HTS: C. difficile growth inhibition; 86,000 tested, 0.25% active; growth activity, negative = inhibition, % at 16 µg/mL (by protocol); Clostridium difficile clinical isolate growth, OD600, 24 h; stronger effect = lower value; AID 1259249;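 active means mean growth activity at or below -80% and every replicate also at or below -80%; inconclusive means mean at or below -80% but some replicate above -80%; inactive means mean growth activity above -80%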;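 further: 0% = DMSO wells and -100% = levofloxacin 16 µg/mL wells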
T cruzi growth: inhibitors of T. cruzi proliferation; T. cruzi beta-gal in NIH3T3, GalScreen luminescence, 90 h; inhibition, % at 8.34 µM; 77,000 tested, 5.9% active; AID 624255;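 active means mean inhibition above about 93%, with at least 55% of replicates each passing it, limit read from the data, passing the limit was not always enough; inconclusive means only one of those two conditions holds; inactive means neither condition holds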
Pf Dd2 inh: inhibitors of Plasmodium falciparum Dd2 growth; P. falciparum Dd2 growth, SYBR Green, 72 h; stronger effect = lower value; activity change, % at 10 µM; AID 1159554; 94,000 tested, 2.3% active; in the data active means activity change below about -80%; inconclusive means no clear call, values can overlap the other calls
Active calls of the source: *; ? = inconclusive; / = not tested or not shown; & = joins results of further samples; ! = not confirmed by another sample.

nr	Structure	T cruzi growth	C diff HTS	Pf Dd2 inh	KDM4C inh
1	C[C@H](CO)N1C[C@H](C)[C@H](CN(C)Cc2ccc(Oc3ccccc3)cc2)Oc2ccc(NS(=O)(=O)c3ccc(Cl)cc3)cc2C1=O	?	36	-6	1.0
2	C[C@H]1CCCCO[C@@H](CN(C)C(=O)Nc2ccc3c(c2)OCO3)[C@@H](C)CN([C@@H](C)CO)C(=O)c2cc(NC(=O)Cc3ccccc3)ccc2O1	?	-1	-60	1.0
3	COc1ccc(NC(=O)N(C)C[C@H]2OCCCC[C@H](C)Oc3ccc(NS(=O)(=O)c4ccc(F)cc4)cc3C(=O)N([C@@H](C)CO)C[C@H]2C)cc1	56	0	-62	0.1
4	CN1CCN(C(=O)c2cc3c(c(-c4cccc(-c5ccc(C(=O)N(C)C)cc5)c4)n2)[C@H](CCO)N([S@@](=O)C(C)(C)C)C3)CC1	-19	/	7	0.3
5	C[C@@H]1CN([C@@H](C)CO)C(=O)c2cc(C#CC3(O)CCCC3)cnc2O[C@H]1CN(C)C(=O)CN(C)C	53	-2	30	0.6
6	COc1ccc(S(=O)(=O)N(C)C[C@@H]2Oc3c(NC(=O)NC(C)C)cccc3C(=O)N([C@@H](C)CO)C[C@@H]2C)cc1	12	-1	-6	-0.1
7	N#C[C@@H]1[C@H](c2ccc(-c3ccc(F)cc3)cc2)[C@@H](CO)N1C(=O)Cc1ccccc1	64	15	-8	-1.5
8	CCC(=O)N1[C@H](C(=O)N[C@H](C)c2ccccc2)[C@@H](CO)[C@@H]2Cn3c(cccc3=O)[C@@H]21	/	1	20	1.5
9	O=C(Nc1ccccc1)N1C[C@H]2[C@@H](c3ccccc31)[C@@H](CO)N2C(=O)c1ccncc1	33	1	8	1.3
10	C[C@H](CO)N1C[C@H](C)[C@@H](CN(C)C(=O)c2ccncc2)Oc2ncc(C3=CCCC3)cc2C1=O	-11	-1	19	0.2
11	C[C@@H]1CN([C@H](C)CO)C(=O)c2cc(NS(=O)(=O)c3ccc(F)cc3)ccc2O[C@@H](C)CCCCO[C@@H]1CN(C)S(C)(=O)=O	-42	-6	1	0.1
12	CC(C)C#Cc1ccc([C@@H]2[C@@H](CO)N(C(=O)c3cccc(F)c3)[C@H]2C#N)cc1	94	12	-32	0.1
13	O=C(Nc1cccc(F)c1)N1CCCCN2[C@H](CO)[C@H](c3ccc(C#Cc4cccnc4)cc3)[C@@H]2C1	41	-9	-71	-1.9
14	COCCNC(=O)C[C@@H]1C=C[C@H](NS(=O)(=O)c2ccc(C)cc2)[C@@H](CO)O1	/	-6	4	0.0
15	CC(=O)N(C)C[C@@H]1Oc2cc(-c3cncnc3)ccc2S(=O)(=O)N([C@H](C)CO)C[C@H]1C	-47	-1	48	-1.4
16	CNC[C@H]1OCCCC[C@H](C)Oc2ccc(NC(=O)C3CCCCC3)cc2C(=O)N([C@H](C)CO)C[C@@H]1C	85	-1	-5	2.9
17	C/C=C/c1ccc2c(c1)O[C@@H](CN(C)C(=O)C1CCCCC1)[C@H](C)CN([C@H](C)CO)S2(=O)=O	/	2	-22	-1.1
18	Cc1noc(C)c1S(=O)(=O)Nc1ccc2c(c1)C(=O)N([C@@H](C)CO)C[C@@H](C)[C@H](CN(C)S(=O)(=O)c1ccc(Cl)cc1)O2	-38	0	0	7.3
19	C[C@@H]1CN([C@H](C)CO)C(=O)c2cccc(NC(=O)Nc3ccc4c(c3)OCO4)c2O[C@@H]1CN(C)C(=O)Nc1ccccc1	63	-3	-75	-1.4
20	CCCC(=O)Nc1ccc2c(c1)OC[C@@H](C)N(Cc1ccccc1)C[C@H](C)[C@H](OC)CN(C)C2=O	26	/	-16	13
21	C[C@H](CO)N1C[C@H](C)[C@H](CN(C)C(=O)Nc2ccccc2)Oc2c(NS(=O)(=O)c3cccs3)cccc2C1=O	6	-2	7	2.1
22	Cc1ccc(S(=O)(=O)NCC[C@@H]2CC[C@H](NC(=O)CC3CC3)[C@H](CO)O2)cc1	10	/	12	1.0
23	C[C@H]1CN([C@@H](C)CO)C(=O)c2cccc(NC(=O)C3CCOCC3)c2O[C@H]1CN(C)Cc1ccc(C(=O)O)cc1	11	-2	38	0.2
24	O=C(C[C@H]1C[C@H]2c3cc(NC(=O)Nc4ccccc4)ccc3O[C@H]2[C@H](CO)O1)NCc1ccncc1	45	/	-4	-0.6
25	C[C@@H]1CN([C@H](C)CO)C(=O)c2cc(C#CC3CC3)cnc2O[C@H]1CN(C)S(C)(=O)=O	43&44	-2	36&20	-2.0
26	Cc1ccc(S(=O)(=O)N(C)C[C@@H]2OCc3ccccc3-c3c(n(C)c4ccccc34)C(=O)N([C@H](C)CO)C[C@@H]2C)cc1	/	0	-92*	/
27	C[C@@H]1CN([C@H](C)CO)C(=O)c2cccc(NC(=O)c3cnccn3)c2O[C@H]1CN(C)Cc1ccc(C(=O)Nc2ccccc2N)cc1	/	6	-91*	-0.5
28	Cc1ccc(S(=O)(=O)N2CC[C@@H]3[C@@H](CO)N(C)c4ccc(-c5cccc(C#N)c5)cc4[C@@H]32)cc1	93	-1	-7	-19
29	COc1ccc(NC(=O)Nc2ccc3c(c2)C(=O)N([C@H](C)CO)C[C@@H](C)[C@H](CN(C)C)O3)cc1	-15	1	12	2.5
30	COc1ccc(C#Cc2ccc([C@@H]3[C@H]4CN(C(=O)NC(C)C)CC(=O)N4[C@H]3CO)cc2)cc1	/	-7	-59	1.1
31	O=C(C[C@H]1C[C@H]2c3cc(NS(=O)(=O)c4ccc(F)cc4)ccc3O[C@H]2[C@@H](CO)O1)NCc1cccc(F)c1	-29	1	-40	-1.3
32	C[C@H]1CCCCO[C@H](CN(C)S(=O)(=O)c2ccc(F)cc2)[C@@H](C)CN([C@@H](C)CO)C(=O)c2cc(NS(=O)(=O)c3ccc(F)cc3)ccc2O1	99*	-5	-64	0.8
33	COc1cccc(S(=O)(=O)Nc2ccc3c(c2)C(=O)N(C)C[C@@H](OC)[C@H](C)CN[C@@H](C)CO3)c1	8	/	27	-0.8
34	C[C@H]1CN([C@@H](C)CO)S(=O)(=O)c2ccc(C#Cc3ccncc3)cc2O[C@@H]1CN(C)C(=O)C1CC1	66	/	-31	2.9
35	Cc1ccc(S(=O)(=O)Nc2ccc3c(c2)CC(=O)N([C@H](C)CO)C[C@@H](C)[C@H](CN(C)S(=O)(=O)c2cn(C)cn2)O3)cc1	24	-5	27	-1.7
36	C/C=C/c1ccc2c(c1)O[C@H](CN(C)C(=O)CC1CC1)[C@@H](C)CN([C@H](C)CO)S2(=O)=O	62	2	-7	0.9
37	C[C@H]1CN([C@@H](C)CO)C(=O)c2cc(-c3ccccc3F)cnc2O[C@H]1CN(C)C(=O)NC1CCCC1	9	0	31	0.1
38	COc1ccc2c3c([nH]c2c1)[C@@H](CO)N(Cc1ccccc1)CC31CN(C(=O)Cc2ccccc2)C1	/	7	-84*	/
39	C[C@H]1CN([C@@H](C)CO)S(=O)(=O)c2ccc(-c3cccnc3)cc2O[C@H]1CN(C)C(=O)c1cccc(F)c1	29	6	-40	2.8
40	Cc1ccc(S(=O)(=O)Nc2ccc3c(c2)CC(=O)N([C@@H](C)CO)C[C@@H](C)[C@@H](CN(C)C(=O)Nc2cccc4ccccc24)O3)cc1	47	-8	-35	0.1
41	COc1ccc(C#Cc2ccc3c(c2)O[C@H](CN(C)C)[C@@H](C)CN([C@H](C)CO)S3(=O)=O)cc1	93	2	-24	-2.2
42	O=C(N[C@H]1CC[C@H](CCNC(=O)c2cnccn2)O[C@@H]1CO)c1ccc2c(c1)OCO2	19	/	2	-1.4
43	COc1ccccc1CN1C[C@@H]2N[C@H](C1)C2c1ccc(-c2ccc(C#N)cc2)cc1 (some centres not stated)	/	2&8	-82*!	-0.3&7.4
44	C[C@H]1CN([C@@H](C)CO)C(=O)c2cc(C#CC(C)(C)O)cnc2O[C@H]1CN(C)C(=O)CC1CC1	-15	0	19	0.8
45	C[C@H](CO)N1C[C@H](C)[C@H](CN(C)Cc2ccncc2)Oc2c(NC(=O)Nc3ccc4c(c3)OCO4)cccc2C1=O	28	1	1	0.7

Full records, looked up by structure. Order of values: T cruzi growth | C diff HTS | Pf Dd2 inh | KDM4C inh
Results for `O=C(C[C@H]1C[C@H]2c3cc(NS(=O)(=O)c4ccc(F)cc4)ccc3O[C@H]2[C@@H](CO)O1)NCc1cccc(F)c1` : -29 | 1 | -40 | -1.3
Results for `C[C@H](CO)N1C[C@H](C)[C@H](CN(C)Cc2ccncc2)Oc2c(NC(=O)Nc3ccc4c(c3)OCO4)cccc2C1=O` : 28 | 1 | 1 | 0.7

Some of the entries so far, with values under each structure:
Every second line gives: T cruzi growth, C diff HTS, Pf Dd2 inh, KDM4C inh
44	C[C@H]1CN([C@@H](C)CO)C(=O)c2cc(C#CC(C)(C)O)cnc2O[C@H]1CN(C)C(=O)CC1CC1
  -15, 0, 19, 0.8
45	C[C@H](CO)N1C[C@H](C)[C@H](CN(C)Cc2ccncc2)Oc2c(NC(=O)Nc3ccc4c(c3)OCO4)cccc2C1=O
  28, 1, 1, 0.7

Next records
nr	Structure	T cruzi growth	C diff HTS	Pf Dd2 inh	KDM4C inh
46	CCS(=O)(=O)N[C@@H]1C=C[C@H](CC(=O)N2CCCCC2)O[C@H]1CO	-35	/	15	0.7
47	C[C@@H]1CCCCO[C@@H](CN(C)S(=O)(=O)c2cn(C)cn2)[C@H](C)CN([C@H](C)CO)C(=O)c2cc(NS(=O)(=O)c3ccccc3)ccc2O1	8	0	23	0.7
48	CC(C)NC(=O)N(C)C[C@H]1Oc2ccc(NC(=O)Nc3ccc(C(F)(F)F)cc3)cc2C(=O)N([C@@H](C)CO)C[C@H]1C	28	19	-9	-0.2
49	N#Cc1cccc(-c2ccc([C@H]3[C@H](CO)N4CCCCN(C(=O)Nc5ccc(F)cc5)C[C@@H]34)cc2)c1	102*	35	4	-0.8
50	O=C(NCC[C@H]1CC[C@@H](NC(=O)c2cccnc2)[C@@H](CO)O1)Nc1ccc(C(F)(F)F)cc1	-29	/	-29	2.6
51	COc1ccc(-c2ccc([C@@H]3[C@@H](CO)N(C(=O)c4cccc(F)c4)[C@H]3C#N)cc2)cc1	?	5	-29	-0.3
52	CC(C)OC(=O)N(C)C[C@H]1OCc2ccccc2-c2ccccc2C(=O)N([C@H](C)CO)C[C@H]1C	43	1	25	-0.1
53	C[C@@H]1CN([C@@H](C)CO)C(=O)c2cc(-c3ccncc3)cnc2O[C@@H]1CN(C)C(=O)CN1CCOCC1	/	0	37	0.9
54	O=C(N[C@@H]1CC[C@H](CC(=O)N2CCc3ccccc3C2)O[C@H]1CO)C1CCOCC1	-26	/	25	7.1
55	Cc1ccc(S(=O)(=O)N(C)C[C@H]2Oc3c(NC(=O)Nc4ccc(F)cc4)cccc3C(=O)N([C@H](C)CO)C[C@H]2C)cc1	48	-15	-18	-0.5
56	CCS(=O)(=O)N1CC2(C1)CN(S(=O)(=O)c1cn(C)cn1)[C@@H](CO)c1[nH]c3cc(OC)ccc3c12	/	5	20	0.3
57	O=C(c1cccc(F)c1)N1CCCCN2[C@H](CO)[C@H](c3ccc(/C=C/c4ccccc4)cc3)[C@H]2C1	111*	1	-58	-3.9
58	O=S(=O)(c1ccccc1)N1CC2(C1)[C@@H](c1ccccc1)[C@@H](CO)N2CCC(F)(F)F	/	-8	-13	5.0
59	C[C@H](CO)N1C[C@H](C)[C@H](CN(C)C(=O)Nc2cccc3ccccc23)Oc2ccc(NS(=O)(=O)c3ccc(Cl)cc3)cc2CC1=O	29	-4	-27	-5.1
60	C[C@H](CO)N1C[C@H](C)[C@H](CN(C)Cc2ccncc2)OCc2ccccc2-c2ccccc2C1=O	80	0	-8	-2.6
61	COc1ccc2c3c([nH]c2c1)[C@@H](CO)N(S(C)(=O)=O)CC31CN(CC2CC2)C1	/	-3	1	-0.4
62	CNC[C@@H]1Oc2ccc(NC(=O)c3ccncc3)cc2C(=O)N([C@H](C)CO)C[C@@H]1C	23	1	13	-0.2
63	C[C@H]1CCCCO[C@H](CN(C)Cc2ccc(C(F)(F)F)cc2)[C@@H](C)CN([C@@H](C)CO)C(=O)c2cc(NC(=O)Nc3ccc(F)cc3)ccc2O1	91	/	-2	-1.5
64	Cc1noc(C)c1S(=O)(=O)N(C)C[C@H]1OCCCC[C@@H](C)Oc2ccc(NC(=O)NC3CCCCC3)cc2C(=O)N([C@H](C)CO)C[C@@H]1C	45	4	-39	-0.4

From PubChem BioAssay
